SK-BR-3 tox 24h – SK-BR-3 proliferation inhibitors, primary screen, cell-based, human, 24 h | SK-BR-3 viability, CellTiter-Glo ATP luminescence; stronger effect = lower value | viability, % at 10 µM | 0.47% of 41,000 active | AID 847, 2007;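 active means viability at or below the median of all test compounds minus 3 SD, in both replicates if run twice, cut at about 45% in these data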;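 further: 100% = median untreated cell wells and 0% = median positive control drug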
The depositor's hits bear a star.

Molecule,SK-BR-3 tox 24h
CC(NC(=O)COc1ccccc1)C(c1ccccc1)N1CCN(C)CC1 (stereo not drawn),101
CCn1c(NCc2c[nH]c3ccccc23)nc2ccccc21,98
COc1ccc(CC2NCCC3(O)CCCCC23)cc1 (stereo not drawn),88
CCC(c1c(C)[nH]oc1=O)c1c(C)[nH]oc1=O,102
COc1ccc(OC)c(S(=O)(=O)Nc2ccccc2F)c1,100
Cc1c(NS(=O)(=O)c2ccc3[nH]c(=O)[nH]c3c2)c(=O)n(-c2ccccc2)n1C,91
CN(C)CCC(c1ccc(Br)cc1)c1ccccn1 (stereo not drawn),108
COC(=O)CSc1nc(-c2cccs2)ccc1C#N,100
CCCC(=O)Nc1ccc(C(=O)NCC(=O)OCC)cc1,115
C=C(C)C1Cc2c(C)nn(-c3ccccc3)c2C1 (stereo not drawn),86
CSCCC(NC(=O)c1c(C)oc2c1CCCC2)C(=O)O (stereo not drawn),94
CCN(CC(=O)NC1CCCCCC1)S(=O)(=O)c1ccccc1,94
CCOC(=O)c1cnn(-c2nc3sc4c(c3c(=O)[nH]2)CCCC4)c1N,112
COC(=O)c1ccc(Oc2cc(C)nc(SC)n2)cc1,85
COC(=O)C1ON2OC(C(=O)OC)C(C(=O)OC)C2C1CC(C)=O (stereo not drawn),116
CCC(NS(=O)(=O)c1ccc(OC)cc1)C(=O)O (stereo not drawn),90
NC1=NC(c2ccc(Cl)cc2)n2c(nc3ccccc32)N1 (stereo not drawn),78
Cc1ccc(S(=O)(=O)NC(=O)Nc2ncc3c(n2)CC(c2ccco2)CC3=O)cc1 (stereo not drawn),85
Cc1ccc2c(c1)c1cccc3c1n2CCN3CCC(N)=O,92
Cc1nc2sc(C(c3ccco3)N3CCc4ccccc4C3)c(O)n2n1 (stereo not drawn),71
O=C(Cn1c(-c2ccccn2)nc2ccccc21)NCCN1CCOCC1,81
C/C(NC(=O)c1ccccc1F)=C1\C(=O)C[C@@H]2[C@H]1C2(C)C,100
COc1cccc(NC(=O)C2C3C=CC4(O3)C2C(=O)N(C2CC2)C4C(=O)NC2CCCCC2C)c1 (stereo not drawn),93
OC1(c2ccccc2)C/C(=N\n2cnnc2)C=C1c1ccccc1 (stereo not drawn),92

Exported with each value named: entries from further up
mol: OC1(c2ccccc2)C/C(=N\n2cnnc2)C=C1c1ccccc1 (stereo not drawn)
  SK-BR-3 tox 24h: 92

mol: CCC(NS(=O)(=O)c1ccc(OC)cc1)C(=O)O (stereo not drawn)
  SK-BR-3 tox 24h: 90

mol: COC(=O)c1ccc(Oc2cc(C)nc(SC)n2)cc1
  SK-BR-3 tox 24h: 85

mol: O=C(Cn1c(-c2ccccn2)nc2ccccc21)NCCN1CCOCC1
  SK-BR-3 tox 24h: 81

Following part:
Molecule,SK-BR-3 tox 24h
c1csc(CSc2nnc3sc4ccccc4n23)c1,111
COc1ccc(Nc2nc3ccccc3c(=O)s2)c(OC)c1,85
N#CCCCSc1nnc(-c2ccc(Cl)cc2)n1-c1ccccc1,74
Cn1c(=O)oc2cc(S(=O)(=O)NCCN3CCCCCC3)ccc21,90
O=C(Cn1c(=O)sc2ccccc21)Nc1ccc(S(=O)(=O)N2CCCCC2)cc1,96
Cc1ccc(CN(CC2CCCO2)C(=O)CN2C(=O)C(C(C)C)Oc3ccccc32)o1 (stereo not drawn),77
O=S(=O)(Nc1ccc(-c2nc3ccccc3o2)cc1)c1ccccc1,76
CC(=O)Nc1n[nH]c(S(=O)(=O)Cc2ccc(Cl)cc2Cl)n1,113
Cc1ccc(-c2nnn(CCC(=O)NC3CCCC3)n2)cc1,88
CS(=O)(=O)c1ccc(N2CCOCC2)c(S(C)(=O)=O)c1,90
COc1ccc(Oc2ccc(S(=O)(=O)N3CCCCC3)cc2S(=O)(=O)N2CCCCC2)cc1,77
Cc1cc(NC(=O)Cn2nc3c(cc2=O)CCCC3)ccc1Br,90
N#Cc1c(N)nc2c(c1-c1ccco1)CCCCC2,91
CCN1CCN(c2cc3c(cc2F)c(=O)c(C(=O)O)cn3C2CC2)CC1,87
Cc1cc(NC(=O)CSc2nnc(-c3ccco3)o2)no1,98
CCOc1ccccc1N1CCN(c2nc3ccccc3nc2C(C#N)C(=O)OC(C)C)CC1 (stereo not drawn),89
CCOC(=O)c1ccc(NC(=O)CN2CCN(c3ccccc3)CC2)cc1,87
O=C(Nc1ccc2oc(-c3ccccc3Cl)nc2c1)c1cncc(Br)c1,79
CCOC(=O)N1CCN(S(=O)(=O)c2cc(Cl)c(OC)cc2Cl)CC1,96
O=C(Nc1nnc(C2CCCCC2)s1)c1ccc(Br)s1,82
Cc1ccc(CNC(=O)CCS(=O)(=O)c2ccc(Br)s2)o1,93
Cc1ccc(Nc2nc(C)cc(C)n2)c(Br)c1,63
NC(=O)c1cn(-c2ccccc2)nc1-c1cccnc1,109
O=C1NC2CCCCC2NC1CC(=O)N1CCN(c2ccccc2)CC1 (stereo not drawn),106

Exported as labelled records: part of the list above
Cc1cc(NC(=O)CSc2nnc(-c3ccco3)o2)no1
- SK-BR-3 tox 24h = 98

CCOc1ccccc1N1CCN(c2nc3ccccc3nc2C(C#N)C(=O)OC(C)C)CC1 (stereo not drawn)
- SK-BR-3 tox 24h = 89

CCOC(=O)c1ccc(NC(=O)CN2CCN(c3ccccc3)CC2)cc1
- SK-BR-3 tox 24h = 87

O=C(Nc1ccc2oc(-c3ccccc3Cl)nc2c1)c1cncc(Br)c1
- SK-BR-3 tox 24h = 79

Following part:
Molecule,SK-BR-3 tox 24h
COc1ccc(CCNC(=O)CN(c2ccccc2OC)S(C)(=O)=O)cc1OC,94
O=C(CCS(=O)(=O)c1cccc2nonc12)NCCc1ccccc1,85
O=C(Nc1sc2c(c1C(=O)NC1CCCCC1)CCC2)c1ccco1,91
Cc1cc2cc(CN(Cc3ccc4c(c3)OCO4)C(=O)c3cnccn3)c3nnnn3c2cc1C,118
COC(=O)c1c(NC(=O)CSc2nnc(-c3cccnc3)n2Cc2ccco2)sc(C)c1C,75
O=C1CN(C(=O)c2ccccc2F)c2ccccc2N1,82
N#Cc1nc(-c2ccco2)oc1N1CCCC1,117
CC(=O)NCCc1cc2cc(C)c(C)cc2[nH]c1=O,93
CCCn1cc(S(=O)(=O)CC(=O)Nc2ccc(OCC)cc2)c2ccccc21,90
CCOC(=O)c1sc(NC(=O)CSc2ncn[nH]2)c(C#N)c1C,88
Cc1cccc2cc(CN(Cc3nnnn3C3CCCC3)C3CCCCC3)c(=O)[nH]c12,82
O=C(NCCN1CCOCC1)c1cccs1,99
COc1cc(S(=O)(=O)NCC2CCCO2)c(OC)cc1Cl (stereo not drawn),99
CCOc1ccc(N=C2C(=O)N(CN3CCOCC3)c3ccccc32)cc1,81
COC(=O)c1[nH]c(C)c(/C(O)=C2\C(=O)C(=O)N(CCN(C)C)C2c2ccc(OC)cc2)c1C (stereo not drawn),97
O=C(CN(C(=O)CCC(=O)Nc1ccccn1)c1ccc2c(c1)OCCO2)NCCc1ccccc1,64
O=C(c1ccc(NS(=O)(=O)c2cccs2)cc1)N1CCCCC1,106
CN(C)S(=O)(=O)c1ccc(C(=O)Nc2nnc(Cc3ccccc3)s2)cc1,86
COCc1nnc(SCC(=O)NCc2ccccc2)n1-c1ccccc1,99
CCCCCCn1c(CN2CCN(C(=O)OCC)CC2)nc2c1c(=O)n(C)c(=O)n2C,67
O=C(CSc1nnc2scc(-c3ccccc3)n12)N1CCCc2ccccc21,142
Cc1cnc(C(=O)Nc2ccccc2-n2cccc2)cn1,100
COCCOC(=O)c1c(C)n(C)c2ccc(OC(=O)c3cccs3)cc12,81
COc1ccc(S(=O)(=O)N(C)c2ccc(C(=O)N3CCC(C(N)=O)CC3)cc2)cc1,121
COC(=O)c1cc(OC)c(OC)cc1NC(=O)c1cnccn1,86
COC(=O)c1cc(NS(=O)(=O)c2ccc3c(c2)CCC(=O)N3)cc(C(=O)OC)c1,97
CC(=O)c1cc2c(cc1NC(=O)CCc1ccccc1)OCO2,94
CC1(C)CC(=O)C(C=NCCc2ccc(S(N)(=O)=O)cc2)=C(O)C1,111
CC1S/C(=C(\C#N)C(N)=O)N(c2ccc(F)cc2)C1=O (stereo not drawn),123
CCCC1Cc2c(sc3nc(SC)nc(N)c23)CO1 (stereo not drawn),90
COc1cc(C(=O)NCc2ccco2)cc(OC)c1OC,84
C=CCn1c(SCC(=O)NC23CC4CC(CC(C4)C2)C3)nc(O)cc1=O,117
O=C(CN1CCN(c2ccc(Cl)cc2)CC1)Nc1ccc(F)cc1,74
CCc1cccc(C)c1N(C(=O)Cn1c(=O)[nH]c2ccccc21)C(C)COC (stereo not drawn),76
O=C(CN1CCN(CCOCCO)CC1)N1c2ccccc2Sc2ccc(Cl)cc21,87
Cc1ccc(-n2ncc(C(=O)N3CCc4ccccc4C3)c2NC(=O)c2ccco2)cc1C,96

Remaining list, next part.
Molecule	SK-BR-3 tox 24h
CN1C(=O)c2oc3ccccc3c(=O)c2C1c1ccncc1 (stereo not drawn)	85
COC(=O)c1[nH]c2ccc(C)cc2c1NC(=O)C1=COCCO1	85
COc1ccc(C2C(C(=O)N3CCCCC3)c3ccccc3C(=O)N2C)cc1 (stereo not drawn)	96
Cc1ccc(Nc2cc(C)nn2-c2nc(C)cc(=O)[nH]2)cc1	130
Cc1noc(C)c1S(=O)(=O)Nc1ccc(C(=O)O)cc1	91
CCc1c(C)nc(N)n2c(SCC(=O)N3CCCC(C)C3)nnc12 (stereo not drawn)	82
O=C(CSc1nnc(-c2ccco2)n1-c1ccccc1)N1CCN(C(=O)c2ccco2)CC1	93
CCn1ccc(C(=O)Oc2ccc(C(C)C)cc2)n1	70
Cn1c(NCC(O)c2ccccc2)nc2c1c(=O)n(Cc1ccc(Cl)c(Cl)c1)c(=O)n2C (stereo not drawn)	83
CCn1c(CSc2nc(C)cc(C)n2)nnc1SCC(=O)Nc1nc(-c2ccccc2)cs1	69
CCCn1c(N)c(Sc2ccc(Cl)cc2)c(=O)n(CCC)c1=O	74
COc1ccc(NC(=O)CN(C2CCCCC2)S(C)(=O)=O)cc1OC	91
COCCOC(=O)c1c(C)n(C)c2ccc(OC(=O)C3CC3)cc12	91
COc1cccc(C2C(C#N)=C(N)Oc3cc(C)n(Cc4ccco4)c(=O)c32)c1 (stereo not drawn)	122
O=C(Nc1ccccc1)Nc1cccc2cccnc12	120
CC(C)Cc1nc(N2CCN(C(=O)Cc3ccccc3)CC2)c(C#N)c2c1COC(C)(C)C2	81
Cc1nonc1OCCNC(=O)C12CC3CC(CC(C3)C1)C2	90
CC(=O)Nc1cccc(NC(=O)CSc2nnnn2C)c1	88
O=C(Cn1ccc2ccccc2c1=O)NCCC(=O)Nc1ccc2c(c1)OCCO2	79
Cc1csc(SCC(=O)Nc2nc(-c3ccccc3)cs2)n1	91
COc1cccc2[nH]c3c(N4CCCCC4)ncnc3c12	101
O=C(Cc1ccccc1)NC1CCN(S(=O)(=O)c2cccc(F)c2)CC1	113
COc1ccc2nc(NC(=O)CCc3nc(-c4ccccc4F)no3)sc2c1	90
CN(C)C(=O)CCc1nc(-c2ccc(C(C)(C)C)cc2)no1	91
CC(=O)N1CCN(c2ccc(NC(=O)c3ccccc3Br)cc2Cl)CC1	108
CC(CN1CCCCC1)OC(=O)c1cc2ccccc2o1 (stereo not drawn)	99
COc1ccc(NC(=O)C2CCCN(S(=O)(=O)c3cccnc3)C2)cc1 (stereo not drawn)	79
CC1CC(C)CN(Cc2nc(N)nc(Nc3ccc4ccccc4c3)n2)C1 (stereo not drawn)	64
CC(C)Cc1nc(NCCN2CCOCC2)c(C#N)c2c1COC(C)(C)C2	94
CCN(CC)C(=O)CSC1=C(C#N)C(c2ccco2)C(C(=O)OCCOC)=C(C)N1 (stereo not drawn)	92
COC(=O)c1ccc(C2/C(=C(/O)c3ccc(OC)cc3)C(=O)C(=O)N2Cc2ccco2)cc1 (stereo not drawn)	80
CCCCOC(=O)Nc1ccccc1C(=O)N1CCCC1	80
COc1cc(NCCCC(C)N)c2ncccc2c1 (stereo not drawn)	23*
O=C1CCCc2c1cc(C(=O)Nc1ccc(Br)cn1)c(=O)n2-c1ccccc1	103
Cc1ccc(S(=O)(=O)c2cc3c(=O)n4ccccc4nc3n(Cc3ccco3)c2=N)cc1C	126
CC(=O)c1cccc(NS(=O)(=O)c2ccc3c(c2)oc(=O)n3C)c1	100
Cn1c(SCC2CCCO2)nnc1-c1ccncc1 (stereo not drawn)	96
O=C(c1ccccc1C(=O)N1CCN(c2ccccc2)CC1)N1CCN(c2ccccc2)CC1	104
COc1ccc(-c2nnc(SCC(=O)NC(C)c3ccccc3)o2)cc1OC (stereo not drawn)	104
CCCn1c(SCC(=O)Nc2c(C)cccc2CC)nnc1C(C)C	85
COc1ccc2[nH]c(C)c(CN3CCC(C)CC3)c(=O)c2c1	95
CCOc1ccc2nc(COC(=O)c3ccco3)c(C(C)=O)[n+]([O-])c2c1	90
Oc1cnn(-c2ccccc2)c1	67
CC1(C)c2ccccc2N2CC(=O)NC21/C=C/c1ccco1 (stereo not drawn)	94
O=C1CC(N(O)C2CC(=O)N(Cc3ccccc3)C2=O)C(=O)N1Cc1ccccc1 (stereo not drawn)	108
C=CCc1cccc(/C=N/n2cnnc2)c1O	85
CCOC(=O)c1oc2cc(O)ccc2c(=O)c1-c1ccccc1OC	84
CC(=O)COc1ccc2c3c(c(=O)oc2c1C)CCCCC3	76
CCCCC(NC(C)=O)c1nc2ccccc2n1CCCC (stereo not drawn)	73
COc1cc(-c2n[nH]c(=O)o2)cc(OC)c1OC	111
CC(=O)OC1C(OC(C)=O)N(C(C)=O)C(=O)N1C(C)=O (stereo not drawn)	83

Screening data from PubChem BioAssay.

The list is partial. The share of hits here may be higher or lower than overall.
